# Cneo AK release = causes C. neoformans cell lysis | adenylate kinase release luminescence, 4 h; normalised: neutral wells 0, clomiphene wells 100 | lysis activity, % at 15 µM | 360,000 tested, 0.2% active;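 active = mean lysis activity across replicates of at least 80%, whatever share of replicates individually reach that level; inactive = mean lysis activity below 80%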
#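 Test system: log-phase Cryptococcus neoformans yeast cells; Quantity: yeast cell density of 5 × 10^6 cells/mL; Buffer or medium: YPD; Doses: single compound concentration per well; Timing: 4 h at 37 °C static, read 1 h later; Measured by: AK luminescence; Read-out basis: lysis from increased AK signal; Control set: Clomiphene as positive control.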
# FN deposition inh = fibronectin deposition inhibition. AH1F fibroblasts, Alexa488-fibronectin deposition fluorescence, overnight. inhibition, % at 12.6 µM. 350,000 tested, 0.086% active. AID 743247;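 active = mean inhibition across replicates of 30% or more, regardless of how many single replicates reach that level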;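 note: positive control wells lacked labelled fibronectin entirely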
#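 Test system: AH1F fibroblast monolayer depositing Alexa488-labelled fibronectin into matrix. Input: 10000 cells per well. Technique: fluorescence, ex 485 nm, em 525 nm. Buffer or medium: DMEM plus 2% serum, read in PBS. Timing: 1 h cell adhesion before compound, then overnight fibronectin incubation. Compound: single dose, pinned. Read-out basis: inhibition from reduced deposited-fibronectin fluorescence.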
# PGC1a acetyl inh = PGC1a acetylation modulation, inhibitor mode. U2OS PGC1a acetylation, AlphaScreen anti-acetyl-lysine; with virally co-expressed GCN5 acetyltransferase. AID 651687. inhibition, % at 15.6 µM. 350,000 tested, 0.17% active;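 active = every replicate shows inhibition of at least 40%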;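 note: 0% = neutral control wells and 100% = positive control wells; some results beyond the cut were filed as inactive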
# miR-122 sensor = miR-122 inhibition in Huh7 cells; Huh7 miR-122 Renilla luciferase sensor, 48 h; neutral wells = 0, positive control = 100; activation (reporter increase), % at 12.5 µM; 340,000 tested, 0.3% active; AID 602342;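 active = mean replicate activation score at least 90 and every replicate individually at or above 90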;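 note: higher luciferase means less miR-122 activity so hits act as miR-122 inhibitors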
# PAX8 inh HTS = inhibitors of PAX8 transcriptional activity in RMG-I cells; RMG-I TPO-luciferase reporter, SteadyGlo, 24 h; inhibition, % at 12.6 µM; 360,000 tested, 1.2% active;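 active = mean replicate inhibition at least 60% with every replicate also reaching 60%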;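 note: luciferase light reporting Pax8 driven TPO promoter activity; plate controls were median of neutral control wells for no effect and mitoxantrone controls for full effect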
# Casp6 inh = inhibitors of human caspase-6; purified caspase-6, Z-VEID-R110 cleavage fluorescence; inhibition, % at 12.5 µM; 350,000 tested, 0.53% active; AID 686996;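 active = mean inhibition across replicates at least about 35%, with every replicate also reaching that limit, limit read from the data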;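 note: 0% = median of neutral control wells and 100% = no fluorescence left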
# Target sequence (P55212 24-179 limits assumed): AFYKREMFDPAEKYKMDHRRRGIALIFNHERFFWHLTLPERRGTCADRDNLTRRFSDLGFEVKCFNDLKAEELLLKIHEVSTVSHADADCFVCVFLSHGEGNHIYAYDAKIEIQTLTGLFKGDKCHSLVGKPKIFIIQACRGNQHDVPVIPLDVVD
# Target sequence (P55212 194-293 limits assumed): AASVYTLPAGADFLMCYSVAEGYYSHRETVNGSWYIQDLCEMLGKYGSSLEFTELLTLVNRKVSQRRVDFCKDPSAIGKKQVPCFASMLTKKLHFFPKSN
# EWS-Fli block = blocks EWS/Fli oncoprotein-driven transcription. inhibition, % at 12.6 µM. 350,000 tested, 0.67% active. AID 651661. A673 NR0B1-luciferase reporter, viability-normalised;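 active = mean inhibition of at least 50% after viability correction, with every replicate also passing that limit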;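 note: firefly luciferase signal divided by Alamar Blue viability fluorescence both relative to DMSO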
# LGR2 inh = Drosophila LGR2 receptor signaling inhibition; AID 720647; inhibition, % at 9.99 µM; HEK293 LGR2, CRE-luciferase, bursicon-stimulated, 4 h; 380,000 tested, 0.35% active;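 active = drop in luminescence signal, shown as inhibition above about 50% in the replicate tests, limit read from the data, passing the limit was not always enough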;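 note: agonist challenge used bursicon conditioned medium at about half maximal strength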
# * hit, by the source's call; nt = no result given; & = joins results of further samples; [ ] = another dose, or the depositor's remark.
# Every second line gives: LGR2 inh	Casp6 inh	miR-122 sensor	EWS-Fli block	FN deposition inh	Cneo AK release	PGC1a acetyl inh	PAX8 inh HTS
- CCc1c(Cl)nc(N)nc1Nc1ccccc1Cl
  13	-2	-4	9	5	0	nt	1
- O=C(CCS(=O)(=O)c1ccccc1)Nc1nc2c(s1)COc1ccccc1-2
  -6	0	3	-20	7	1	17	70*
- Cc1nc(N2CCN(S(=O)(=O)c3cccc4nonc34)CC2)c2c3c(sc2n1)CCCC3
  12	nt	0	nt	8	1	2	nt
- O=C(CCNC(=O)c1ccc(Br)cc1)Nc1ccc(S(=O)(=O)N2CCCCC2)cc1
  -3	1	-2	-4	1	2	nt	-5
- Cc1ccc(-c2[nH]nc3c2C(C)C(C#N)=C(N)O3)cc1 (configuration not stated)
  -6	nt	-3	nt	11	-4	-1	15
- CCC(=O)Nc1nnc(S(=O)(=O)N2CCc3ccccc32)s1
  6	1	7	5	1	0	1	12
- O=C(O)COc1ccc(-c2nnn(Cc3ccccc3F)n2)cc1
  -9	nt	-4	nt	nt	6	9	nt
- CC1CCCCN1S(=O)(=O)c1ccc2[nH]c(=O)cc(C(=O)NCCCN3CCCCCC3)c2c1 (configuration not stated)
  1	-115	-5	0	-4	0	-5	-4
- C[C@H](CO)N1C[C@H](C)[C@H](CN(C)C(=O)CC2CC2)Oc2cc(C#CCC3CCCC3)ccc2S1(=O)=O
  18	0	5[16.7 µM]	5	nt	-1	-1	22
- Cc1ccccc1NC(=O)Cn1c(=O)n(CC2CCCO2)c(=O)c2ccccc21 (configuration not stated)
  1	6	-2	-4	7	-4	-1	5
- CCOc1ccc(CCNC(=O)c2[nH]c(C)c(C(C)=O)c2CC)cc1OCC
  16	0	nt	6	5	nt	nt	17
- O=C(CN1CCN(c2ccccc2F)CC1)N1N=CCC1c1ccccc1 (configuration not stated)
  2	-4	nt	-10	2	nt	nt	7
- CCC(C(=O)OCC(=O)Nc1ccc2[nH]c(=O)[nH]c2c1)c1ccccc1 (configuration not stated)
  4	0	5	-3	nt	0	5	6
- COc1ccc(OC)c(NC(=O)c2cc3oc4ccccc4c3cc2O)c1
  -34	-4	8	8	3	1	1	4
- C[C@@H]1CCCCO[C@H](CN(C)S(=O)(=O)c2ccc(Cl)cc2)[C@@H](C)CN([C@@H](C)CO)C(=O)c2cc(NS(=O)(=O)c3ccc(F)cc3)ccc2O1
  5	-8	50[16.7 µM]	23	0	46	-6	75*
- C[C@@H]1CN([C@H](C)CO)C(=O)Cc2cc(NC(=O)Cn3cnnn3)ccc2O[C@H]1CN(C)Cc1ccc(Oc2ccccc2)cc1
  12	1	-7[16.7 µM]	7	1	0	-7	-5
- O=C(N/N=C/c1cnc(N2CCOCC2)s1)c1ccccc1
  -11	0	nt	1	nt	nt	nt	-7
- CCN(CC)S(=O)(=O)c1ccc(N2CCOCC2)c(NC(=O)c2ccc(NC(C)=O)cc2)c1
  0	3	nt	-6	7	nt	-1	-3
- Cc1cccc(NC(=O)CCn2c(=O)oc3ccccc32)c1
  2	-3	-18	-9	-1	-2	6	-4
- C[C@H](CO)N1C[C@H](C)[C@H](CN(C)S(=O)(=O)c2ccccc2)Oc2ncc(C#Cc3ccc(C(F)(F)F)cc3)cc2C1=O
  12	2	-3[16.7 µM]	18	14	-2	-19	nt
- CC(=O)Nc1ccc2c(c1)C(=O)N(C)[C@@H]1CC[C@H](CC(=O)NCCCN3CCOCC3)O[C@H]1CO2
  6	nt	-17[16.7 µM]	1	8	3	6	-5
- NC(=O)c1ncn([C@@H]2O[C@H](CNCc3cc(Cl)ccc3OCc3ccc(Cl)cc3)[C@@H](O)[C@H]2O)n1
  -7	1	5	1	3	0	-11	-11
- COc1ccccc1-c1nnc(SCC(=O)N2CC(C)CC(C)C2)o1 (configuration not stated)
  14	nt	-2	nt	nt	7	4	nt
- O=c1ccc2c(o1)/C(=C/C=C(Cl)Cl)CCC2
  nt	nt	-10	nt	6	2	4	nt
- C[C@H]1CCCCO[C@@H](CN(C)C(=O)c2ccccc2)[C@@H](C)CN([C@@H](C)CO)C(=O)c2cc(NC(=O)CCC(F)(F)F)ccc2O1
  3	1	4[16.7 µM]	-5	7	0	5	-44
- N#Cc1ccc(N=c2ssnc2Cl)cc1
  nt	nt	-5&-4	nt	-9	1&-2	5&-1	nt
- C[C@@H](NC(=O)C[C@H]1C=C[C@H](NC(=O)C2CCC2)[C@@H](CO)O1)c1ccccc1
  13	-4	nt	-4	-21	55	nt	-5
- CCCn1c(SCC(=O)Nc2nccs2)nnc1-c1cccnc1
  nt	nt	-1	nt	2	0	15	4
- O=c1[nH]c(SCc2nc3ccccc3c(=O)n2-c2ccccc2C(F)(F)F)nc2ccccc12
  6	nt	5	nt	-9	4	nt	-12
- Cn1c(=O)c2[nH]c(N3CCN(c4cccc(O)c4)CC3)nc2n(C)c1=O
  0	-2	3	-30	1	nt	-6	13
- Cc1csc(NC(=O)CSC2=NCCS2)n1
  2	1	0	nt	-1	0	-6	-21
- CC(=O)Oc1ccccc1Cn1c(C)c(C(=O)NCc2cccc([N+](=O)[O-])c2)sc1=O
  -12	-1	nt	0	1	-1	nt	5
- CC(C)CCNC(=O)NC(=O)CSc1nnc2ccccn12
  9	nt	0	nt	nt	-2	25	nt
- CC(=O)NC1C(OCCOc2ccc(Cl)cc2Cl)OC(COC(C)=O)C(OC(C)=O)C1OC(C)=O (configuration not stated)
  nt	nt	-2	nt	1	8&-1	5	nt
- CCc1ccc(C2CC(=O)NC(SCC(=O)OC(C)C)=C2C#N)cc1 (configuration not stated)
  -12	4	-8	-12	-4	-1	-15	-48
- CCN1[C@H](C(=O)NCCc2ccccc2)[C@@H](CO)[C@@H]2Cn3c(ccc(C4=CCCC4)c3=O)[C@@H]21
  -16	0	-2[16.7 µM]	6	nt	-2	-7	20
- Cc1cc(C(=O)CN2C(=O)C(=O)N(C)C2=O)c(C)n1-c1cccc(S(=O)(=O)N2CCOCC2)c1
  3	-2	5	7	1	-2	-8	0
- O=C(C1CC1)N1[C@@H](CO)[C@@H]2c3ccccc3NC[C@@H]21
  28	-1	0[16.7 µM]	-6	-3	-1	3	5
- Cc1cc(C(=O)Nc2cccc3c2O[C@H](CN(C)Cc2ccc(C(=O)O)cc2)[C@H](C)CN([C@@H](C)CO)C3=O)n(C)n1
  -2	3	1[16.7 µM]	nt	nt	1	-3	-5
- O=C(CNCC1CCCO1)Nc1ccc([N+](=O)[O-])cc1C(=O)Nc1ccccc1F (configuration not stated)
  2	-4	11	11	-9	1	-13	-10
- COC(=O)c1ccc(CS(=O)(=O)c2ccc(C)cc2)cc1
  nt	nt	-9	nt	nt	0	13	6
- C[C@H](O)C#Cc1ccc([C@@H]2[C@@H](CO)N3CCCCN(C(=O)c4cccc(F)c4)C[C@H]23)cc1
  6	-2	6[16.7 µM]	6	nt	0	4	-3
- O=C(C[C@@H]1C[C@@H]2c3cc(NC(=O)Nc4ccccc4)ccc3O[C@@H]2[C@@H](CO)O1)NCC1CC1
  -11	-1	1[16.7 µM]	2	0	-1	-7	nt
- CS(=O)(=O)N1N=C(c2cccs2)CC1c1ccc(Cl)o1 (configuration not stated)
  -4	0	nt	-32	-5	nt	nt	-43
- O=C(Nc1ncc2c(n1)-c1ccccc1CC2)c1cccc(Cl)c1
  nt	nt	25	nt	2	3	-4	17
- COc1ccc(-c2nc3c(c(SCC(=O)N4CCOCC4)n2)Cc2c(CO)cnc(C)c2O3)cc1
  3	2	-2	nt	6	1	6	18
- O=C(Nc1cccnc1)C1CCN(S(=O)(=O)c2cccc3nonc23)CC1
  8	0	0	10	nt	-4	nt	nt
- ON=C1CCN(c2ncc(C(F)(F)F)cc2Cl)CC1
  nt	nt	4	nt	5	1	-2	-6
- CC(C)(C)c1nc(NCC2CCCO2)c2nnn(Cc3ccccc3)c2n1 (configuration not stated)
  -3	-3	7	10	nt	-2	-22	nt
- COc1ccc(NC(=O)N(C)C[C@@H]2OCCCC[C@@H](C)Oc3ccc(N(C)C)cc3C(=O)N([C@H](C)CO)C[C@H]2C)cc1
  4	nt	-5[16.7 µM]	1	nt	nt	-11	7

# Next section.
# Every second line gives: LGR2 inh	Casp6 inh	miR-122 sensor	EWS-Fli block	FN deposition inh	Cneo AK release	PGC1a acetyl inh	PAX8 inh HTS
- COc1ccc(C(C)(NC(C)=O)c2nc(/C=C/c3ccccc3)cs2)cc1 (configuration not stated)
  -5	1	0	-5	-4	-2	4	5
- C[C@@H]1CN([C@@H](C)CO)C(=O)CCCn2cc(nn2)CO[C@H]1CN(C)C(=O)Nc1cccc2ccccc12
  2&-1	8&23	-10&-3[16.7 µM]	-6&8&-12	1&9	-3	-5&-7	7&7&5
- COCC(=O)N1CC(=O)N2[C@H](CO)[C@H](c3ccc(C#Cc4cccc(OC)c4)cc3)[C@@H]2C1
  -4	2	nt	3	nt	nt	-3	nt
- Cn1ccc2c(N(Cc3ccccc3)Cc3ccccc3)cc3c(c21)C1CCC3C1 (configuration not stated)
  -7	0	-6	-2	7	-1	2	-10
- CC(C)(C)n1nc2c(c1NC(=O)COc1ccc(Cl)cc1)CS(=O)(=O)C2
  9	3	nt	8	nt	nt	nt	3
- Nc1c(-c2ccc(F)cc2)cnc2ncnn12
  nt	nt	-8	nt	6	-3	-7	nt
- CNC[C@H]1Oc2cc(C#Cc3ccccc3)ccc2S(=O)(=O)N([C@H](C)CO)C[C@@H]1C
  -28	-1	3[16.7 µM]	16	-20	-4	-22	nt
- CC(=O)N1c2ccccc2N=C(c2ccc3c(c2)OCO3)C1C(=O)NCc1ccccc1 (configuration not stated)
  -55	-8	nt	-52	-2	nt	nt	-22
- O=C(c1ccccc1SCc1ccccc1)N1CCCCCC1
  6	2	nt	4	-2	nt	nt	-21
- C[C@@H]1CN([C@@H](C)CO)C(=O)c2cc(NS(=O)(=O)c3ccc(Cl)cc3)ccc2O[C@@H](C)CCCCO[C@H]1CN(C)CC1CC1
  15	0	3[16.7 µM]	-2	nt	1	5	-4
- COc1ccc(-c2cc3c(c(-c4ccc(Oc5ccccc5)cc4)n2)[Si](C(C)C)(C(C)C)OC3)cn1
  nt	-3	nt	1	nt	-9	-1	4
- NCCCCCc1nnc(SCc2cccc(Cl)c2)o1
  nt	nt	8	nt	-9	1	9	nt
- CNC(=S)N(CCN(C)C)Cc1cc2cc3c(cc2[nH]c1=O)OCO3
  -2	2	0	7	0	-2	-9	-22
- C[C@@H]1CN([C@@H](C)CO)S(=O)(=O)c2ccc(C#C[C@@H](C)O)cc2O[C@@H]1CN(C)C
  -5	-6	-2[16.7 µM]	-6	3	-2	3	-5
- O=c1cc(-c2ccccc2)[nH]c2cc(Cl)ccc12
  nt	-1	nt	59*	2	2	nt	15
- N#C[C@H]1[C@@H](c2ccc(C3=CCCC3)cc2)[C@@H](CO)N1C(=O)C1CCC1
  -7	0	nt	-3	22	8	-4	-5
- Cc1cc(C(=O)C(C(c2ccccc2)N2CCOCC2)N2CCOCC2)ccc1Cl (configuration not stated)
  -41	5	8	-16	3	nt	-1	-27
- CC(=O)NC(=S)Nc1ccc2oc(=O)ccc2c1
  -9	-1	nt	-8	0	nt	nt	-31
- CCc1ccc(NC(=O)CS(=O)CC(=O)N2CCN(c3ccccc3F)CC2)cc1 (configuration not stated)
  4	-2	-3	4	-5	2	8	18

# Source: PubChem
